bCat nuc transl: alters nuclear translocation of beta-catenin in HeLa cells; immunofluorescence imaging; nuclear translocation activity, % at 5 µM; 190,000 tested, 0.3% active;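 active means nuclear translocation activity above 50% at 5 µM, with a well cell count of 50 or more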;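 further: per-cell ratio of nuclear to cytoplasmic median beta-catenin stain intensity; plate controls were DMSO negative control for no effect and GSK-3 inhibitor IX positive control for full effect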
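Test system: human HeLa cells, endogenous beta-catenin. Times: 24 h compound exposure, 37°C. Measured by: beta-catenin immunofluorescence imaging with DAPI.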
WT yeast gro inh: growth inhibition of WT yeast, mitochondrial fusion screen | mitochondrial fusion phenotypic screen, WT strain | inhibition, % at 10 µM | 190,000 tested, 2.1% active; in the data active means inhibition above about 58%; tested in S. cerevisiae
P. falciparum M1AAP: P. falciparum M1AAP inhibitors, biochemical, fluorogenic H-Leu-NHMec substrate, 1536-well (AID 1445); inhibition, % at 30 µM, or IC50 in µM where a hit was titrated; 220,000 tested, 0.42% active; recombinant M1AAP, H-Leu-NHMec fluorogenic kinetic assay; higher % means a stronger effect;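 active means primary inhibition above the hit cutoff, then over 50% inhibition at one or more dose response concentrations, cut at about 23% in these data, passing the limit was not always enough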;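 further: plate controls were DMSO full reaction for no effect and no enzyme background for full effect; strong numbers were not always called active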
MT stabilize HCS: stabilizes microtubules in HeLa cells; 200,000 tested, 0.83% active; % tubulin-high responders, % at 10 µM; HeLa tubulin immunostaining HCS, 24 h; share of cells brighter than vehicle mean+2SD;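 active means plate Z-score above 3 for both tubulin-high and condensed-nucleus cell shares, with cell loss under 80%, at 10 µM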;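 further: anti alpha tubulin signal scored within the nucleus-defined area of each cell; some results filed as inactive read as strong as hits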
Dynein transport: blocks dynein driven cargo transport along microtubules. 3617.4 mouse cells, GR-EGFP nuclear translocation imaging; test concentration mostly 20 µM; stimulated with dexamethasone, 1 µM; hits give low values. z-score, hits read low. 220,000 tested, 0.47% active;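 active means plate z-score of nuclear minus cytoplasmic receptor signal below a set negative limit, without overly bright fluorescence or cell loss, cut at about -3.5 in these data, passing the limit was not always enough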;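 further: z-score of nuclear minus cytoplasmic ring GR-EGFP intensity difference per well; some compounds called inactive have numbers as strong as hits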
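Buffer or medium: tet-free, stripped-serum medium; Also added: dexamethasone, 1.0 µM final; Technique: high-content fluorescence imaging after fixation; Times: 48 h induction, 1 h compound, 30 min dex at 37 °C; Read-out: per-cell GR-EGFP intensity, nucleus versus surrounding cytoplasmic ring, well-averaged.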
P. falciparum M17LAP: P. falciparum M17LAP inhibitors, primary screen, biochemical, fluorogenic H-Leu-NHMec substrate, 1536-well (AID 1619); 220,000 tested, 0.38% active; recombinant M17LAP, H-Leu-NHMec fluorogenic kinetic assay; higher % means a stronger effect; one-dose inhibition, % at 30 µM; IC50 in µM for titrated hits;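 active means compound inhibiting the enzyme by more than half at any dose during confirmatory dose-response retesting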;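 further: plate controls were full reaction with DMSO carrier for no effect and no enzyme background for full effect; strong numbers were not always called active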
T cell HTS: T cell immune modulation candidate; calls only at 7 µM; 2C CD8+ T cell-vesicle binding, flow cytometry; hits give low values; 330,000 tested, 0.068% active;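 active means response, share of CD8 T cells binding vesicles, and their 90th percentile fluorescence all below set limits, cut at about 80% in these data, passing the limit was not always enough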
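Read-out – percent CD8+ FL2 mean versus row control · System – murine 2C transgenic CD8+ T lymphocytes · Times – 1.5 h cell–vesicle binding at 37 °C, then 20 min icy labelling · Control set – naked vesicles low, QL9 vesicles with vehicle high · Detection – cytometric PE anti-B7-1 and Alexa647 anti-CD8 signals after 1% paraformaldehyde fixation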
Yfh1-off respiration: mitochondrial function rescue without frataxin homolog – Friedreich's ataxia, plus single-dose screen, dose response (AID 1465); S. cerevisiae Yfh1-off respiration, WST-1 reduction, 72 h; higher fold induction means a stronger effect; fold induction at 50 µM; hits with a dose series show EC50 in µM; 220,000 tested, 0.074% active;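 active means fold induction of absorbance versus untreated yeast above a set limit, then at least 30% activation at any dose in follow-up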;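 further: activators that raise dye reduction in frataxin-depleted yeast; strong numbers were not always called active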
Autophagy HCS: modulators of autophagy. MEF GFP-LC3 puncta imaging; test concentration mostly 10 µM. calls only at 10 µM (by protocol). 190,000 tested, 0.98% active. AID 463193;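 active means percentage of spot-positive cells more than 3 SD above its plate mean, without a fluorescence outlier flag or 80% toxicity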;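 further: spot-positive cell cutoff set from DMSO-treated cells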
WT yeast gro inh mutant strain: second read-out of WT yeast gro inh, no call of its own (marks repeat the call); inhibition, %; mitochondrial fusion phenotypic screen, mutant strain inhibition
Dynein transport cytoplasmic EGFP: also measured in Dynein transport; calls as there; z-score; measured here: cytoplasmic GR-EGFP intensity; hits give high values
Dynein transport nuclear GR-EGFP: further read-out of Dynein transport, marked with its call; z-score; measured here: nuclear GR-EGFP intensity;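 lower value marks the stronger effect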
Dynein transport cell count: second read-out of Dynein transport, no call of its own (marks repeat the call); z-score; measured here: cell count per field
bCat nuc transl cell count 5 µM: also measured in bCat nuc transl; calls as there; cell count; measured here: cell count, cytotoxicity flag
T cell HTS vesicle-bound %: also measured in T cell HTS; calls as there; double positive events, %; measured here: CD8+ vesicle-bound cell fraction;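 binding gate set so that unloaded-vesicle control wells show 10% double positive cells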
MT stabilize HCS Hoechst-high %: recorded beside MT stabilize HCS, whose call it bears; % Hoechst-high responders; measured here: nuclear condensation Hoechst responders;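 share of cells brighter than vehicle mean plus two SD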
MT stabilize HCS cytotoxicity %: also measured in MT stabilize HCS; calls as there; toxicity, %; measured here: cytotoxicity by cell density;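 0% = mean cell density of plate MIN control wells and 100% = no cells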
Autophagy HCS cell loss 18 h: also measured in Autophagy HCS; calls as there; toxicity, %; measured here: cell loss, nuclei count;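 cell loss after 18 h compound exposure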
An asterisk follows results filed as active; i = inactive; x = no result given.

SMILES	bCat nuc transl	bCat nuc transl cell count 5 µM	WT yeast gro inh	WT yeast gro inh mutant strain	P. falciparum M1AAP	MT stabilize HCS	MT stabilize HCS Hoechst-high %	MT stabilize HCS cytotoxicity %	Dynein transport	Dynein transport cytoplasmic EGFP	Dynein transport nuclear GR-EGFP	Dynein transport cell count	P. falciparum M17LAP	T cell HTS	T cell HTS vesicle-bound %	Yfh1-off respiration	Autophagy HCS	Autophagy HCS cell loss 18 h
CCc1c(C#N)c(SCCC(=O)Nc2ccc(F)cc2)nc2c1C(=O)CC(C)(C)C2	-0.5	1141	13	5	-1%	2.2	1.1	3.9	0.61	0.21	0.8	-0.72	6%	i	54	i	i	-15
CCOC(=O)c1c(/N=C/C2C(=O)CCCC2=O)sc(C)c1C	0.1	1024	-8	18	7%	2.3	2.7	7.7	0.18	-0.21	0.35	-0.45	6%	i	2	i	i	-14
COC(=O)c1cc(-c2c[nH]c3ccccc23)n[nH]1	x	x	-24	-15	7%	2.6	2.5	6.7	0.63	-0.19	-0.38	-0.23	-2%	i	51	i	i	0
Cc1ccc(Nc2c(-c3ccc(N4CCOCC4)cc3)nc3ncccn23)cc1C	-1.5	507	-11	-1	3%	3.9	3.0	9.5	-0.77	1.3	0.71	-0.22	-5%	i	48	x	i	-54
COc1ccc(NC(=O)c2ccc(C)o2)c([N+](=O)[O-])c1	-0.1	1072	-2	5	2%	3.4	2.4	1.9	-0.57	-0.29	-0.62	0.59	3%	i	36	i	i	-4
COc1ccc2c(c1)CCCC21NC(=O)N(CC(N)=O)C1=O (stereo unspecified)	0.0	1347	17	-5	-1%	2.1	1.9	6.6	-0.1	-0.1	0.78	-0.12	10%	i	20	i	i	15
CCn1c(SCC(=O)Nc2ccccc2C(=O)OC)nnc1-c1ccoc1C	-2.1	1130	-14	4	8%	4.9	3.0	7.4	-0.97	-0.24	-0.25	0.87	10%	i	56	i	i	7
COc1ccc(C(=O)NCc2cn3c(C)csc3n2)cc1OC	-1.9	1243	21	10	1%	1.7	2.2	2.3	-0.52	-0.23	-0.057	0.98	12%	i	3	i	i	-46
COc1ccc(OC)c(N(CC(=O)Nc2ccc(NC(C)=O)cc2)S(C)(=O)=O)c1	-0.1	1063	-4	-3	9%	3.9	2.9	5.1	-0.11	-0.19	0.31	0.42	7%	i	63	i	i	-4
NC(=O)C(c1ccccn1)c1ncc(C(F)(F)F)cc1Cl (stereo unspecified)	-4.9	1021	17	12	10%	3.2	2.3	6.9	0.9	-0.23	1.2	-0.7	1%	i	57	i	i	21
CC1(C)CC(=O)C(C=Nc2cccnc2)=C(O)C1	-2.7	1447	10	-3	5%	6.6	4.7	12	-1.3	0.35	-0.63	0.79	-1%	i	7	i	i	3
COc1cc(NC(=O)c2ccccc2C)c(OC)cc1NC(=O)CN1CCOCC1	-0.6	1012	-26	-12	x	3.1	1.8	0.8	-0.37	-0.38	-0.0049	0.77	x	i	29	i	i	-5
COc1ccc(-n2nnc3c(SCC(=O)NCC4CCCO4)ncnc32)cc1 (stereo unspecified)	-2.0	1053	-9	-15	4%	2.7	2.1	13	-0.47	0.25	0.2	0.0089	7%	i	33	x	i	-9
O=C(Nc1ccccc1)Nc1scc2c1c(=O)oc1ccccc12	1.2	1311	x	x	2%	x	x	x	-0.91	0.4	0.08	1.1	-3%	i	27	i	x	x
CCOCCOC(=O)COc1ccc(N2C(=O)c3ccccc3C2=O)cc1	0.1	877	1	-2	8%	2.8	2.0	6.8	-1.4	-0.19	-0.088	0.58	17%	x	x	i	i	8
CC(C)(C)n1nc2c(c1NC(=O)c1ccc(S(=O)(=O)N3CCCC3)cc1)CS(=O)C2 (stereo unspecified)	x	x	-12	-6	-1%	4.0	2.2	7.5	-0.38	-0.21	0.046	0.76	2%	i	36	i	i	6
Cn1c(C(=O)N(Cc2ccccc2)Cc2cccs2)cc2sccc21	-3.9	1068	48	19	-4%	1.3	1.2	6.1	-0.47	-0.14	-0.15	1.1	8%	i	46	i	i	3
CCOC(=O)c1csc(COc2ccccc2Cl)n1	-0.6	1270	x	x	6%	x	x	x	1.3	-0.13	1.3	-1.6	-1%	i	60	i	x	x
N#CC1=C2SCN(Cc3ccccc3)CN2C(=O)CC1c1cccs1 (stereo unspecified)	x	x	3	-1	16%	1.8	3.4	7.5	-0.9	-0.19	-0.49	0.38	-43%	i	30	i	i	2
CC(C)CC(NS(=O)(=O)c1cccc(C(=O)O)c1)C(=O)O (stereo unspecified)	-0.1	1087	18	1	10%	1.6	1.9	9.1	0.066	-0.21	-0.061	0.63	-2%	i	34	i	i	-5
COc1ccc(OCC(=O)Nc2sc3c(c2C(=O)NCC2CCCO2)CCC3)cc1 (stereo unspecified)	x	x	4	8	11%	1.7	2.3	14	0.21	-0.21	-0.19	0.011	14%	i	47	i	i	0
COC(=O)c1cc(NC(=O)CSc2nncn2C)cc(C(=O)OC)c1	-0.3	1071	-4	8	12%	1.0	1.0	8.6	-0.44	-0.18	-0.34	0.64	-1%	i	56	i	i	5
CCn1cnc2c1c(=O)n(Cc1csc(-c3ccccc3)n1)c(=O)n2Cc1ccccc1	-2.8	979	-12	10	1%	5.9	3.4	8.6	-0.18	-0.27	-0.71	0.0026	-1%	i	56	i	i	-9
CCOC(=O)c1c(-c2ccc(C)cc2)cn2ccccc12	-0.2	1387	-8	3	4%	1.5	1.5	10	-0.045	-0.19	-0.039	-0.17	5%	i	32	i	i	0
O=[N+]([O-])c1cccc(-c2nc3ccccc3s/c2=N/O)c1	-0.9	1043	x	x	-1%	x	x	x	0.55	-0.27	0.017	0.012	-3%	i	37	i	x	x
CCN(Cc1ccccc1)S(=O)(=O)c1cc(C(=O)c2c(N)n(C)c(=O)n(C)c2=O)ccc1OC	0.0	1086	0	-6	4%	1.7	1.5	4.5	-0.22	-0.31	-0.14	0.39	11%	i	27	i	i	-4
C[C@@]1([C@@H](NC(=O)c2cccs2)c2ccc(-c3ccccc3)cc2)C[C@H]1C1CCCCC1	4.3	493	20	-10	1%	3.4	3.7	9.2	0.019	-0.29	0.3	0.76	-9%	x	x	i	i	20
CCOc1ccc2nc(C(=O)N3CCCC(C)C3)sc2c1 (stereo unspecified)	-3.3	507	26	10	-2%	3.9	3.2	5.3	0.15	-0.28	-0.35	0.52	7%	i	48	i	i	8
OCCC1CN(Cc2cn[nH]c2C2CCCCC2)CCN1C1CCCCC1 (stereo unspecified)	-0.3	1607	15	10	-6%	3.2	2.6	3.4	1.3	-0.2	0.47	-1.2	-12%	i	56	i	i	27
Cc1nn(Cc2ccccc2Cl)c(C)c1C(=O)N1CCN(c2ccccc2)CC1	1.2	1130	9	-14	-1%	5.3	4.2	5.1	-0.64	0.066	0.13	-0.1	2%	i	32	i	i	19
O=C(CSc1ncccn1)N1CCCc2ccccc21	0.0	1007	-18	5	3%	2.2	2.6	7.9	0.29	-0.26	0.27	-0.44	0%	i	18	i	i	-7
N#C/C(=C/c1ccc(-c2cc([N+](=O)[O-])ccc2Cl)o1)C(N)=O	1.5	1124	x	x	5%	x	x	x	0.36	-0.18	0.81	-1.5	-19%	i	54	i	x	x
CCOC(=O)CN1C(=O)S/C(=C/c2cc(C)n(-c3ccccn3)c2C)C1=O	-3.2	1064	10	8	13%	2.3	1.4	8.7	-0.73	-0.091	-0.43	0.62	8%	i	36	i	i	4
COC(=O)C1=C(C)NC(=O)C1(NC(=O)c1cccnc1)C(F)(F)F (stereo unspecified)	2.2	1094	-6	1	4%	1.8	2.1	1.8	-0.39	-0.27	0.0077	0.18	-5%	i	14	x	i	0
O=C(CSc1nnc(Cc2ccccc2)o1)Nc1ccc(Br)cn1	0.0	1017	-2	-12	0%	2.4	2.2	22	0.1	-0.19	0.23	0.61	2%	i	57	i	i	-3
COc1ccc2oc(=Nc3ccccc3)c(-c3nc4ccccc4[nH]3)cc2c1	0.5	1042	10	10	10%	7.8	1.4	10	0.37	-0.24	0.37	0.4	-8%	i	46	i	i	-4
C[C@H](NC(=O)OC(C)(C)C)C(=O)N/N=C/C1=Cc2ccccc2OC1	-0.7	1314	x	x	4%	x	x	x	0.84	-0.2	0.67	-0.97	-15%	i	28	i	x	x
